Shn3 3UTR inh – reduces Shn3 3'UTR luciferase signal in osteoblasts | Clone20 osteoblast Shn3 3'UTR firefly luciferase, 24 h | inhibition, % at 12.5 µM | actives 0.52% (n = 360,000) | AID 588674;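 active = mean inhibition of at least 75% with every replicate also reaching 75%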;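 note: 0% = median of neutral control wells and 100% = pilot-screen positive control compound; some compounds past the cut are filed as inactive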
KKLEB cytotox – counter-screen for CF NF-kB inhibitors: cytotoxicity | KKLEB CF airway cells viability, ATPlite luminescence, overnight; active compounds read low; cells stimulated with P. aeruginosa culture filtrate | activity change (cytotoxicity), % at 5 µM | actives 0.36% (n = 360,000);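 active = corrected activity change at or below -50% at 5 µM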
Peg3 promoter – Peg3 promoter activity inhibition; HeLa PEG-Prom luciferase reporter, luminescence, overnight; inhibition, % at 20 µM; actives 1.7% (n = 360,000); AID 588405;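 active = inhibition of at least 50% at 20 µM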
HIF-2a block – blocks HIF-2a reporter activity | 786-0 RCC cells HIF-2a reporter, luciferase luminescence, overnight | inhibition, % at 18.8 µM | actives 0.72% (n = 360,000) | AID 624352;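 active = inhibition of the luminescence signal of 40% or more relative to plate controls, in a single-dose primary screen at 18.75 µM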
C8 TRAIL sens – caspase-8 TRAIL sensitization | NB7+C8 cells + TRAIL, ATPlite viability luminescence | inhibition (viability loss, TRAIL sensitization), % at 10 µM | actives 1% (n = 360,000) | AID 624354;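 active = compounds causing at least 50% loss of cell viability in the single-dose screen, relative to plate controls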
NR2E3 ag-1 – activates human NR2E3 receptor; Q9Y5X4; CHO-S Gal4-NCOR/VP16-NR2E3 two-hybrid, luciferase; inhibition of corepressor binding, % at 3.98 µM; actives 0.35% (n = 360,000); AID 602229;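 active = inhibition above the mean of all tested compounds plus 3 SD, cut at about 70% in these data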;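 note: 0% = DMSO with NR2E3 transfected cells and 100% = cells lacking NR2E3 construct; higher means lower luciferase signal from less NR2E3 corepressor binding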
Target sequence (Q9Y5X4 whole entry, looked up, the tested form may be a part): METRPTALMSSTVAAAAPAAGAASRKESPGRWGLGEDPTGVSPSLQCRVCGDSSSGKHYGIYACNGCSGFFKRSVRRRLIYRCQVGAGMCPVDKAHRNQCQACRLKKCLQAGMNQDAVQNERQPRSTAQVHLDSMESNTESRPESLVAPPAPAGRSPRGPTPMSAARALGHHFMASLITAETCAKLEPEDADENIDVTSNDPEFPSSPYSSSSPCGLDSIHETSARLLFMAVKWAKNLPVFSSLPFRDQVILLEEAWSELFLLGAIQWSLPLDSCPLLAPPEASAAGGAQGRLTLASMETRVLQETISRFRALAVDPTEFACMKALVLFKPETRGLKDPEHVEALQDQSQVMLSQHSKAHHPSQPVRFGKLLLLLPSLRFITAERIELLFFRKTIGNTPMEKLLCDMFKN
TWEAK Fn14 block – TWEAK-Fn14 signaling inhibition | TWEAK-stimulated Fn14 reporter cells, luciferase luminescence, 8 h | inhibition, % at 10 µM | actives 2% (n = 360,000) | AID 1159606; in the data active = inhibition above about 50%
TROY signal inh – TROY signaling inhibition. inhibition, % at 10 µM. Q293 LMP1-TROYcd NF-kB luciferase reporter, 4 h. actives 0.98% (n = 360,000). AID 1347056;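 active = compounds whose plate-normalised and pattern-corrected inhibition of the luciferase reporter signal at the single screening dose is 50% or more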
MITF TRPM1 inh – reduces MITF-dependent TRPM1 promoter luciferase signal; SK-MEL-5 TRPM1 promoter luciferase, 24 h; inhibition, % at 12.5 µM; actives 0.83% (n = 330,000);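 active = mean inhibition across replicates of 60% or more, whatever share of single replicates reaches that level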; note: values of inactives mirror those of a sister screen read the other way
NR2E3 ag-2 – agonists of human nuclear receptor NR2E3 | GST-NR2E3/biotin-RetCOR TR-FRET, 1536-well | inhibition of corepressor binding, % at 4.78 µM | actives 0.12% (n = 320,000) | AID 2300;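 active = percent inhibition above the cutoff of mean plus 3 SD of all tested compounds, set per screening campaign, cut at about 20% in these data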;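 note: 0% = DMSO wells and 100% = biotin wells as full block of FRET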
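Material: NR2E3–RetCOR corepressor complex / Incubation: Compound–protein incubation for 5 h at 4 °C / Dosing: compound at 4.8 µM, single dose / Detection: time-resolved FRET / Benchmarks: high control biotin, low control 0.6% DMSO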
CF NFkB inh – blocks PAF-induced NF-kB reporter in cystic fibrosis cells | KKLEB NF-kB-GFP reporter, GFP fluorescence overnight | inhibition, % at 5 µM | actives 0.86% (n = 360,000) | AID 588850;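 active = at least 50% inhibition at 5 µM, scaled per plate between neutral and stimulator controls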;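 note: PAF is a Pseudomonas aeruginosa culture filtrate used as stimulus; plate controls were PAF-stimulated DMSO wells for no effect and unstimulated DMSO wells for full effect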
* = called active by the depositor; · = no result given.

SMILES	Shn3 3UTR inh	KKLEB cytotox	Peg3 promoter	HIF-2a block	C8 TRAIL sens	NR2E3 ag-1	TWEAK Fn14 block	TROY signal inh	MITF TRPM1 inh	NR2E3 ag-2	CF NFkB inh
COc1ccc(NC(=O)C2CCC(=O)N2C(=O)OCc2ccccc2)cc1 (stereo not drawn)	-1	4	1	1	-10	-6	5	-7	-16	4	-21
COc1cc(O)c(C(CCN2CCOCC2)c2ccc3c(c2)OCO3)c(OC)c1 (stereo not drawn)	-18	0	-17	8	-12	2	13	-18	4	0	16
Cc1cc(C)cc(C(=O)N/N=C/c2ccoc2)c1	-1	8	22	10	4	-55	9	16	-1	-1	-26
CCOC(=O)c1ccc(NCc2nc3ccccc3[nH]2)cc1	-59	1	-281	-75	39	-111	7	-14	-58	1	-4
Cn1c(CNC(=O)Nc2ccccc2Cl)nnc1SCc1ccccc1	-5	7	25	3	-16	-6	29	19	16	1	-8
NC(=O)CSc1nc2c(sc3ccccc32)c(=O)n1CCCC(=O)NCC1CCCO1 (stereo not drawn)	1	-15	6	6	-7	1	7	8	-8	2	7
Cn1cc(C2CC(c3ccccc3)=NN2C(=O)c2ccccc2)c2ccccc21 (stereo not drawn)	-9	-16	-11	-61	25	-5	-12	3	-6	0	-1
O=C(CSc1n[nH]c(-c2cccs2)n1)N1CCCc2ccccc21	-16	-5	-3	4	0	-3	4	3	-2	4	2
CCN(CC(=O)Nc1cc(Cl)ccc1C)c1ncnc2sc(C)c(C)c12	30	1	22	9	18	10	20	10	5	1	2
Cc1ccc(S(=O)(=O)N2CCC(N3CCCCCC3)CC2)cc1	-14	2	9	10	3	8	-7	-4	-5	-3	-8
Cn1c(SCC(=O)NCc2ccccc2)nc2ccccc21	-1	14	-3	3	-16	1	11	-19	-4	3	-8
CN1CCN(C(=O)c2ccc(CS(=O)(=O)c3c(Cl)cccc3Cl)o2)CC1	-2	1	-8	-4	-6	10	2	7	-3	1	-13
O=C(Nc1ccon1)c1csc2ccccc12	-7	0	-26	-46	11	10	9	-12	-3	3	5
COc1ccc(C2=NOC(C(=O)Nc3cc(Br)ccc3O)C2)cc1OC (stereo not drawn)	12	-15	25	16	-1	8	-18	16	-7	4	12
O=C(Nc1nc(-c2ccc(F)cc2)cs1)C1CCCO1 (stereo not drawn)	-26	-4	-160	-174	-5	-9	-20	-44	-87	2	-2
Cn1ccsc1=NC(=O)c1ccccc1OC(F)F	83	-14	6	7	-1	-11	-6	-11	-10	7	35
CC(C)c1ccc(CN2CCC2(C)C(=O)Nc2cccc(Oc3ccccc3)c2)cc1 (stereo not drawn)	3	-7	25	18	-2	-18	15	-19	·	·	7
Cc1ccc(Cn2c(C)c3cnn(CC(=O)NC4CCCC4)c(=O)c3c2C)cc1	-22	-13	-68	-86	-28	-35	-3	-6	-34	0	-2
CN1CCN(Cc2nc(N)nc(Nc3ccc4c(c3)OCCO4)n2)CC1	-61	2	-138	-155	-5	-25	7	14	-60	2	5
Nc1cccc2c(O)cccc12	16	2	0	9	-6	-1	16	-15	14	-6	-5
COc1ccccc1C1=NN(C(=O)c2ccccc2)C(c2ccc(Br)cc2)C1 (stereo not drawn)	-1	-9	-16	-9	5	12	0	-7	16	2	15
C(=C\c1ccccc1)/CN1CCN(C(c2cc3ccccc3o2)c2nnnn2C2CCCC2)CC1 (stereo not drawn)	8	-31	3	-25	2	3	14	21	·	·	30
COc1cc(/C(C)=N/NC(=O)Cc2c(C)[nH][nH]c2=O)ccc1O	7	6	-4	13	-11	6	16	-5	-11	-4	4
C/C=C/c1ccc2c(c1)O[C@@H](CN(C)C(=O)c1ccc(F)cc1)[C@@H](C)CN([C@H](C)CO)S2(=O)=O	-1	0	-14	-8	-9	-4	8	-2	·	·	-1
CC(=O)Nc1cc(-c2ccccc2CN(C)C)cn2c(-c3ccc(F)c(Cl)c3)cnc12	17	-6	3	11	1	-23	-25	-2	·	·	-12
CSc1nc2ccc(NS(=O)(=O)c3ccc([N+](=O)[O-])cc3)cc2s1	-6	-2	12	10	3	1	-10	17	-3	-2	13
O=C(CNC(=O)N1CC(=O)Nc2ccccc21)Nc1ccc(Cl)cc1Cl	-7	6	3	2	-20	10	7	0	·	·	-4
CC(=O)NC(Cc1c[nH]c2ccccc12)C(=O)NCc1ccco1 (stereo not drawn)	-10	-3	4	11	-5	-22	-5	0	-7	2	23
COCCNC(=O)Cc1c(C)c2cc3c(cc2oc1=O)OC(C)(C)CC3	13	-2	-29	-39	-4	-4	-3	-8	5	·	-1
COc1ccccc1C(=O)NC(C)c1ccc(-n2ccnc2)cc1 (stereo not drawn)	6	-3	15	11	0	-6	4	20	18	-1	5

Results in TWEAK Fn14 block and C8 TRAIL sens, for some of the entries so far:
Molecule	TWEAK Fn14 block	C8 TRAIL sens
COc1ccccc1C1=NN(C(=O)c2ccccc2)C(c2ccc(Br)cc2)C1 (stereo not drawn)	0	5
C(=C\c1ccccc1)/CN1CCN(C(c2cc3ccccc3o2)c2nnnn2C2CCCC2)CC1 (stereo not drawn)	14	2
COc1cc(/C(C)=N/NC(=O)Cc2c(C)[nH][nH]c2=O)ccc1O	16	-11

Continued.
SMILES	Shn3 3UTR inh	KKLEB cytotox	Peg3 promoter	HIF-2a block	C8 TRAIL sens	NR2E3 ag-1	TWEAK Fn14 block	TROY signal inh	MITF TRPM1 inh	NR2E3 ag-2	CF NFkB inh
O=c1oc2ccccc2c(Nc2ccccc2)c1[N+](=O)[O-]	-13	-40	20	-3	-1	1	-19	-3	42	-2	24
CCOc1ccc(NC(=O)CN(C)C(=O)CCc2nc3ccccc3c(=O)[nH]2)cc1OCC	11	17	-9	6	8	1	5	0	·	·	-66
Clc1cccc(Cc2ccc(Cl)nn2)c1	4	4	6	16	-20	-19	-16	-7	-1	-3	7
CS(=O)(=O)c1ccc(-c2csc(C(O)(c3ccccc3)C(F)(F)F)n2)cc1 (stereo not drawn)	14	8	11	24	-3	7	9	19	·	·	1
CCOC(=O)CC(S(=O)(=O)c1ccccc1)S(=O)(=O)c1ccccc1	33	-90*	100*	76*	1	31	28	-2	·	·	87*
O=C(NCC1CCCN1S(=O)(=O)c1cccs1)c1ccccc1 (stereo not drawn)	-4	-27	9	5	3	-18	-3	-7	-11	2	21
COC(=O)C1=C(C)N(CCCC(=O)O)C(=O)NC1c1ccccc1OS(=O)(=O)c1ccc([N+](=O)[O-])cc1 (stereo not drawn)	-12	-6	1	3	-9	2	-9	-2	4	1	4
COC(=O)c1cccc(N(CC(=O)NCC2CCCO2)C(=O)CCC(=O)Nc2cc(C)on2)c1 (stereo not drawn)	2	12	1	13	-6	11	26	-5	0	-1	9
CCc1nnc(NC(=O)c2nc(S(=O)(=O)Cc3ccccc3)ncc2Cl)s1	98*	-94*	104*	54*	94*	31	97*	33	80*	7	90*
Cc1cccc(NC(=S)N2CCN(C(=O)c3ccco3)CC2)c1C	-14	-1	6	5	10	-22	2	3	5	2	8
CC(Sc1nnc2n1CCCCC2)C(=O)Nc1cccc(S(=O)(=O)N2CCOCC2)c1 (stereo not drawn)	-21	-6	3	1	5	1	-4	10	-1	·	17
CC(=O)NC1C(OC(=O)/C=C/c2ccccc2)OC(COC(C)=O)C(OC(C)=O)C1OC(C)=O (stereo not drawn)	-2	-1	-2	1	-1	-11	-20	-11	3	-8	-2
Nc1cccc2c1C(=O)N(C(=O)/C=C/c1cccc(F)c1)C2=O	-14	-9	80*	14	-1	-25	70*	0	35	-1	52*
O=C(CC1C(=O)NCCN1Cc1ccc(-c2ccccc2)cc1)NC1CCC1 (stereo not drawn)	0	-17	2	11	-1	5	-4	-7	-10	-6	8
COc1cc2oc(=O)cc(CN3CCCC3)c2cc1Cl	-10	-1	5	-11	2	-6	-15	-7	·	·	-1
CCOc1ccccc1OCCOc1cccc(C(F)(F)F)c1	-2	2	-8	6	3	-15	8	-16	3	1	-1
Cc1ccccc1-c1nc(C(=O)NCC2CCCO2)cc2c1[nH]c1ccccc12 (stereo not drawn)	60	0	46	4	3	10	54*	-3	4	3	19
CCOc1ccccc1NC(=O)c1cnc(NS(=O)(=O)c2ccccc2)nc1	-10	8	14	13	8	0	9	3	-1	4	3
COc1ccc(S(=O)CC(=O)Nc2ccccc2Cl)cc1 (stereo not drawn)	-4	2	-7	-2	-3	-46	-12	-10	5	5	16
N#Cc1c(-c2ccc(Cl)cc2Cl)nc2n(c1=O)CCS2	15	-6	2	7	-3	6	18	-16	1	3	1
Cc1nn(-c2ccc(F)cc2)c(Cl)c1/C=C(\CC(=O)O)c1nc2ccccc2s1	3	-11	10	-8	-6	11	-3	2	3	-2	8
NC(=O)[C@H]1CC2(CC(c3cccc(NC(=O)c4ccccc4)c3)=NO2)CN1C(=O)[C@H]1CCC(=O)N1 (stereo partly drawn)	-11	19	-4	5	-2	-23	-16	-14	5	-3	-8
CCOC(=O)CC1=CC(C)(CC(=O)OCC)C(C#N)(C#N)C(N)=C1C#N (stereo not drawn)	8	-1	1	2	-5	-10	-15	7	-5	2	0
CCOC(=O)C1=C(Cn2ccc(C(F)(F)F)n2)NC(=O)NC1c1ccc2c(c1)OCO2 (stereo not drawn)	·	4	22	27	3	1	-6	12	10	2	-8
COc1ccccc1NC(=O)CSc1nnc(CNC(=O)c2cccs2)o1	-14	1	-6	1	3	1	-8	1	1	1	-12
CC[n+]1cc(-c2ccccc2)nc(N2CCOCC2)n1	-23	-6	-56	-55	-32	6	10	-3	-15	0	12
Cc1cc(C)c2oc(C(=O)N3CCN(C)CC3)cc(=O)c2c1	0	-3	15	16	-14	4	18	-15	-17	4	-3
CSc1nc(C)c(CCOC(=O)c2cccc(C)c2)c(=O)[nH]1	17	1	0	12	-8	-14	0	6	-5	1	0
CC(C)(C)C(=O)Cn1c(=N)n(Cc2ccccc2)c2ccccc21	8	-13	13	17	8	-13	-16	-10	-9	-2	4
O=C(O)c1cccc(NC(=O)c2ccc(CN3C(=O)c4ccccc4C3=O)cc2)c1	-8	0	-2	4	2	-13	3	5	6	0	9
Cc1ccccc1C(=O)N1CCN(c2ccc(NC(=O)c3ccccc3[N+](=O)[O-])cc2)CC1	12	8	-1	21	-3	22	-11	9	5	2	40
COc1cc(-c2noc(C)c2C(=O)NCc2ccc3c(c2)OCO3)cc(OC)c1OC	-1	-23	5	-14	-8	24	2	9	-6	·	5
CSc1nc(SCC(=O)NC(c2ccccc2)c2ccccc2)c2c3c(sc2n1)CN(C)CC3	14	4	-15	18	1	-20	-10	-11	27	0	-21
Cc1noc(C)c1S(=O)(=O)N(C)C[C@H]1OCc2cnnn2CCCC(=O)N([C@@H](C)CO)C[C@H]1C	5	-2	-7	8	4	-24	15	-6	·	·	15
Brc1ccc(COc2cccc3cccnc23)cc1	-29	2	-228	-301	-15	-116	-29	-64	·	1	-12

Source: PubChem BioAssay

This is a subset, so the mix of outcomes need not match the whole.
